Screening results (PubChem BioAssay)
mouse EphA4 binding – inhibitors of EphA4 binding to KYL peptide, primary screen, biochemical, colorimetric, mouse EphA4 (AID 689). EphA4-AP binding to KYL peptide, pNPP A405; higher % means a stronger effect. inhibition, % at 10 µM, or IC50 in µM where a hit was titrated. 62,000 tested, 0.1% active; in the data active = a potency from the dose series; inactive = the rest, 99 in 100 with inhibition below about 22%
The depositor's hits bear a star. A portion of the library; count on the stated rates, not on these rows.

SMILES | mouse EphA4 binding
O=C(NC1CCCCC1)C(c1cccs1)N(Cc1cccs1)C(=O)c1ccco1 (stereo unspecified) | -0.3%
CSc1nc(Cl)c(C#N)c(-c2ccc(C)cc2)n1 | -9.4%
Cc1ccccc1C(=O)NCCN=C1NS(=O)(=O)c2ccccc21 | 4.7%
CC1=NN(c2ccc(C)cc2)C(=O)/C1=C\c1ccc2c(c1)OCO2 | 4.3%
CC(=O)NC1=NN(C(C)=O)C2(S1)C(=O)N(C(C)C)c1ccc(C)cc12 (stereo unspecified) | -3.0%
COC(=O)c1cccc(Oc2nc3c(c(=O)n(C)c(=O)n3C)n2C(C)C)c1 | -7.0%
O=C1CSC2(CCCCC2)N1CCO | 6.5%
CC(C)OCCCNC(=O)c1cc2c(=O)n(C)c3ccccc3c2n1C | 3.9%
Cc1ccc(S(=O)(=O)N2CCN(S(=O)(=O)c3ccc4c(c3)OCCO4)CC2)cc1 | -8.3%
Cc1ccc2nc(NC(=O)C3CCCN3C(=O)OC(C)(C)C)sc2c1 (stereo unspecified) | -5.3%
O=C1C2CCCN2C(c2ccccc2)N1c1ccc(F)cc1 (stereo unspecified) | -2.0%
CCOC(=O)c1[nH]c(COC(=O)CCCOc2ccccc2)c(C(=O)OCC)c1C | -3.4%
Cc1ccc(NC(=O)N2C(=O)C3(OCCO3)c3ccccc32)cc1 | -34.6%
CCOC(=O)N1CCN(C(=O)C2CCCN(S(=O)(=O)c3ccc(C)cc3)C2)CC1 (stereo unspecified) | 0.3%
CC(C(=O)N1CCCc2c1c(=O)oc1ccc(O)cc21)N1CCc2ccccc2C1 (stereo unspecified) | 0.4%
Cc1cc(OCCNCCO)cc(C)c1Cl | -13.9%
O=C(c1cccs1)N1CCN(CCCc2ccccc2)CC1 | 0.7%
COc1ccc(NC(=O)CCN2C(=O)/C(=C/c3ccc(F)cc3)SC2=S)cc1 | -11.0%
O=C(Nc1ccccc1C(=O)Nc1ccncc1)c1ccccc1 | 13.4%
CC1CCN(CCCn2c(=S)[nH]c3ccc(N4CCOCC4)cc3c2=O)CC1 | -10.5%
COc1ccc(NC(=O)CSc2ccc3c4c(cccc24)C(=O)c2ccccc2-3)cc1 | 13.2%
Cc1ccc(N2CCN(c3cc(C)nc4c5c(C)cc(C)nc5nn34)CC2)cc1 | -2.1%
Cc1ccc(Sc2nc(-c3ccccc3)ccc2C#N)cc1 | -10.8%
CCC(C)(C)n1nnnc1C(C(C)C)N1CCSCC1 (stereo unspecified) | -2.8%
OCc1ccccc1CNCc1ccccc1 | 2.3%
O=C(OCC(=O)N1CCN(c2ccccc2)CC1)c1ccc2ncsc2c1 | -2.5%
COCCNC(=O)COc1ccc(Oc2ccccc2)cc1 | -8.5%
Cc1[nH]n(-c2ccc([N+](=O)[O-])cc2)c(=O)c1C=NCCN1CCN(C(=O)c2ccc(F)cc2)CC1 | -4.2%
Cc1ccc(-c2nc3ccccc3s2)cc1NC(=O)c1cc(-n2cnnc2)ccc1Cl | -7.8%
O=C(CSc1nccn1-c1ccc(F)cc1)NCc1ccc2c(c1)OCO2 | -15.9%
O=C(O)C1CCC(=O)N1C1c2ccccc2Oc2ccccc21 (stereo unspecified) | -5.8%
CCc1cccc(C)c1NS(=O)(=O)c1ccccc1 | -1.7%
O=P(COc1ccccc1)(c1ccccc1)c1ccccc1 | -13.8%
CCN1CCN(CCNC(=O)CCCCCn2c(=O)[nH]c3cc(C(=O)OC)ccc3c2=O)CC1 | -4.9%
CC(C)(C)c1ccc(Cn2ccc(-c3ccc4c(c3)OCO4)n2)cc1 | 7.4%
CC(C)(CN1CCN(CC(C)(C)NS(=O)(=O)c2ccccc2)CC1)NS(=O)(=O)c1ccccc1 | -6.3%
Cc1[nH]nc(N=Cc2c(O)n(C)c(=O)n(C)c2=O)c1-c1ccccc1 | -5.7%
COC(=O)CN1C(c2ccccc2OC)Nc2ccc(Br)cc2C1c1ccccc1 (stereo unspecified) | 9.6%
Cc1ccc(C(=O)/C=C/c2cn(Cc3ccccc3)c3ccccc23)cc1 | 17.5%
COC(=O)c1c(C)cc(C)n2c1nc1ccccc12 | 0.7%
O=C1C=C(NCC2CCCO2)C2(CCCCC2)O1 (stereo unspecified) | -6.5%
COc1ccc(C(NC(=O)C(c2ccccc2)c2ccccc2)NC(=O)C(c2ccccc2)c2ccccc2)cc1OC | 9.7%
CCOC(=O)c1c(C)n(C)c2ccc(OCC(O)CN(CC)CC)cc12 (stereo unspecified) | -7.0%
CCOc1ccc(C2/C(=C(\O)c3c(C)[nH]c(C(=O)OC)c3C)C(=O)C(=O)N2CCN(C)C)cc1 (stereo unspecified) | -6.0%
COc1ccc(NC(=O)c2sc3cc(C(F)(F)F)cnc3c2-c2cccs2)cc1 | -13.3%
Cc1cnc(C(=O)OCC(=O)NC(C)C)cn1 | -18.5%
Cc1nc(SCC(=O)N2CC(C)OC(C)C2)nc(C)c1C (stereo unspecified) | -0.1%
O=C(Nc1ccccc1)N1CCC(C(=O)N(Cc2ccco2)Cc2cccs2)CC1 | -6.3%
COc1cc2c(cc1NC(=O)c1ccc(C(C)(C)C)cc1)CCCC2 | 23.0%
CCOc1cc(OCC)cc(C(=O)N2CCN(c3ccc([N+](=O)[O-])cc3)CC2)c1 | -2.7%
Cc1ccc(C(=O)Nc2ccon2)cc1S(=O)(=O)N1CCCCCC1 | -9.0%
Cc1nn(C)c(C)c1CN(C)C(=O)c1cc2n(n1)C(C(F)(F)F)CC(c1cccs1)N2 (stereo unspecified) | 0.5%
COc1ccc(S(N)(=O)=O)cc1C(=O)NCCCN1CCN(c2ccc(C)cc2)CC1 | -13.3%
Cc1ccccc1N(Cc1nnc2n1CCCCC2)C(=O)Nc1ccccc1 | -10.7%
COc1ccc(OC)c(N(CC(=O)N2CCC(C)CC2)S(=O)(=O)c2ccc(OC)c(OC)c2)c1 | -1.3%
CCOC(=O)c1c(C)n(C)c2ccc(OCC(O)CNC(CC)CO)cc12 (stereo unspecified) | 3.6%
O=C(NNC(=O)c1sc2cccc(Cl)c2c1Cl)NC1CCCCC1 | -5.6%
CCOC(=O)N1CCN(C(=O)CN(c2ccc(C)c(C)c2)S(=O)(=O)c2ccccc2)CC1 | 5.5%
Cc1ccc(C)c(C(=O)N(Cc2nc(-c3ccc(Cl)cc3)no2)C(C)C)c1 | -20.2%
Cc1nnc(NC(=O)CSc2ncnc3c2cnn3-c2ccccc2C)s1 | -11.1%

In a second layout: 28 of the compounds above.
SMILES,mouse EphA4 binding
O=P(COc1ccccc1)(c1ccccc1)c1ccccc1,-13.8%
CCN1CCN(CCNC(=O)CCCCCn2c(=O)[nH]c3cc(C(=O)OC)ccc3c2=O)CC1,-4.9%
CC(C)(C)c1ccc(Cn2ccc(-c3ccc4c(c3)OCO4)n2)cc1,7.4%
CC(C)(CN1CCN(CC(C)(C)NS(=O)(=O)c2ccccc2)CC1)NS(=O)(=O)c1ccccc1,-6.3%
Cc1[nH]nc(N=Cc2c(O)n(C)c(=O)n(C)c2=O)c1-c1ccccc1,-5.7%
COC(=O)CN1C(c2ccccc2OC)Nc2ccc(Br)cc2C1c1ccccc1 (stereo unspecified),9.6%
Cc1ccc(C(=O)/C=C/c2cn(Cc3ccccc3)c3ccccc23)cc1,17.5%
COC(=O)c1c(C)cc(C)n2c1nc1ccccc12,0.7%
O=C1C=C(NCC2CCCO2)C2(CCCCC2)O1 (stereo unspecified),-6.5%
COc1ccc(C(NC(=O)C(c2ccccc2)c2ccccc2)NC(=O)C(c2ccccc2)c2ccccc2)cc1OC,9.7%
CCOC(=O)c1c(C)n(C)c2ccc(OCC(O)CN(CC)CC)cc12 (stereo unspecified),-7.0%
CCOc1ccc(C2/C(=C(\O)c3c(C)[nH]c(C(=O)OC)c3C)C(=O)C(=O)N2CCN(C)C)cc1 (stereo unspecified),-6.0%
COc1ccc(NC(=O)c2sc3cc(C(F)(F)F)cnc3c2-c2cccs2)cc1,-13.3%
Cc1cnc(C(=O)OCC(=O)NC(C)C)cn1,-18.5%
Cc1nc(SCC(=O)N2CC(C)OC(C)C2)nc(C)c1C (stereo unspecified),-0.1%
O=C(Nc1ccccc1)N1CCC(C(=O)N(Cc2ccco2)Cc2cccs2)CC1,-6.3%
COc1cc2c(cc1NC(=O)c1ccc(C(C)(C)C)cc1)CCCC2,23.0%
CCOc1cc(OCC)cc(C(=O)N2CCN(c3ccc([N+](=O)[O-])cc3)CC2)c1,-2.7%
Cc1ccc(C(=O)Nc2ccon2)cc1S(=O)(=O)N1CCCCCC1,-9.0%
Cc1nn(C)c(C)c1CN(C)C(=O)c1cc2n(n1)C(C(F)(F)F)CC(c1cccs1)N2 (stereo unspecified),0.5%
COc1ccc(S(N)(=O)=O)cc1C(=O)NCCCN1CCN(c2ccc(C)cc2)CC1,-13.3%
Cc1ccccc1N(Cc1nnc2n1CCCCC2)C(=O)Nc1ccccc1,-10.7%
COc1ccc(OC)c(N(CC(=O)N2CCC(C)CC2)S(=O)(=O)c2ccc(OC)c(OC)c2)c1,-1.3%
CCOC(=O)c1c(C)n(C)c2ccc(OCC(O)CNC(CC)CO)cc12 (stereo unspecified),3.6%
O=C(NNC(=O)c1sc2cccc(Cl)c2c1Cl)NC1CCCCC1,-5.6%
CCOC(=O)N1CCN(C(=O)CN(c2ccc(C)c(C)c2)S(=O)(=O)c2ccccc2)CC1,5.5%
Cc1ccc(C)c(C(=O)N(Cc2nc(-c3ccc(Cl)cc3)no2)C(C)C)c1,-20.2%
Cc1nnc(NC(=O)CSc2ncnc3c2cnn3-c2ccccc2C)s1,-11.1%

2 compounds picked at random from the list so far, as already listed:
SMILES | mouse EphA4 binding
CCC(C)(C)n1nnnc1C(C(C)C)N1CCSCC1 (stereo unspecified) | -2.8%
CC(C)(C)c1ccc(Cn2ccc(-c3ccc4c(c3)OCO4)n2)cc1 | 7.4%

Next section.
SMILES | mouse EphA4 binding
Cc1ccc(C)c(NC(=O)c2ncn[nH]2)c1 | -12.9%
COc1cc(/C=N/O)cc(Br)c1OCc1cccc(Cl)c1 | -4.5%
CC(C)(C)NC(=O)C(c1ccccc1)N(C(=O)c1csnn1)C1CC1 (stereo unspecified) | -17.2%
CC(=O)/C(C#N)=C1\NC(=O)C(Cc2ccc(C)c(C)c2)S1 (stereo unspecified) | -8.9%
Cc1c(C#N)c2ccccc2n1CC(=O)NCCc1c[nH]c2ccccc12 | -7.0%
Cc1cc(C)n(-c2cc(C(C)(C)C)nc3c(-c4ccc(Cl)cc4)cnn23)n1 | -11.2%
Cc1ccc(C)c(N(CC(=O)NC2CCCC2)C(=O)c2cc3cc4cccc(C)c4nc3s2)c1 | -4.0%
COC(=O)c1ccc(NC(=O)CN2C(=O)CCC2=O)cc1 | 5.1%
CCC(=O)c1ccc(OCC(=O)Nc2nn3cnnc3s2)cc1 | -1.9%
CCCc1nc2ccccc2c(C(=O)OCC(=O)NCc2ccco2)c1CC | -5.4%
CCOC(=O)c1c(-n2c(C)cc(C=O)c2C)sc2c1CCCC2 | 3.2%
CCCCCCC(=O)Nc1nc(C)c(-c2csc(Nc3cc(Cl)ccc3C)n2)s1 | -3.3%
CCOC(=O)NC(C(F)(F)F)(C(F)(F)F)P(=O)(c1ccccc1)c1ccccc1 | 6.6%
CN1CCc2c(sc3c2c(=O)n(-c2ccc(Cl)cc2)c2nncn32)C1 | -11.8%
Cc1cccc2nc(C(F)(F)F)nc(=O)n12 | 1.4%
CCCCN(CCCC)S(=O)(=O)c1ccc(C(=O)Nc2nnc(CSC)o2)cc1 | -8.0%
CCc1nc(N2CCN(C(=O)c3ccco3)CC2)c2c3c(sc2n1)CCCC3 | -3.1%
CCCn1nc(Oc2nc(NCC)nc(NC(C)C)n2)ccc1=O | -17.8%
Cc1cnc(-c2nnc(N(C)C(=O)c3cccnc3)s2)cn1 | -1.7%
O=C1CSc2ccc(C(=O)N3CCN(c4ccccn4)CC3)cc2N1 | -5.0%
CC(C)C(=O)NCCc1nc2ccccc2n1CCCOc1ccc(Cl)cc1 | -34.0%
CCSc1nnc(-c2sc3nnc(-c4ccccc4)c(-c4ccccc4)c3c2N)o1 | 4.62µM*
CC(O)CNC(=O)C(=O)NCc1ccc2c(c1)OCO2 (stereo unspecified) | 12.1%
O=C(COC(=O)c1ccco1)Nc1ccc2c(c1)OCCO2 | -9.1%
CN1CCN(C(=O)c2cc3nc(-c4ccc(Cl)cc4)cc(C(F)(F)F)n3n2)CC1 | -35.0%
COc1cccc(NC(=O)CSc2nncn2N)c1 | -0.5%
FC(F)(F)c1nc2ccccc2nc1N/N=C\c1ccccc1 | 0.0%
O=C(COc1ccccc1[N+](=O)[O-])Nc1ccc2oc(-c3ccc(Cl)cc3Cl)nc2c1 | 0.2%
COCCN(C(=O)Cn1nnc2ccccc21)C(C(=O)NC1CCCC1)c1cccc(OC)c1OC (stereo unspecified) | -10.8%
FC(F)(F)c1cnc(N2CCC(=NOCc3ccc(Cl)cc3)CC2)c(Cl)c1 | -2.7%
COc1ccc(N2C(=O)C(Cl)=C(Nc3ccc(OC)cc3OC)C2=O)cc1 | -6.2%
O=C(CNCCO)N1CCc2ccccc21 | -0.5%
COc1ccc(Cl)cc1NC(=O)C1=C(C)NC(=O)NC1c1cccc2ccccc12 (stereo unspecified) | -6.0%
CC1CC(C)CN(CC(=O)N2c3ccccc3CCc3ccccc32)C1 (stereo unspecified) | -3.0%
Cc1ccc(S(=O)(=O)C(CC(=O)c2ccc(Cl)cc2)c2ccccc2)cc1 (stereo unspecified) | -5.1%
CCCCNC(=O)OCC(CC)NC(=O)OC(C)C (stereo unspecified) | -24.2%
Cc1noc(C)c1S(=O)(=O)Nc1ccc(C(=O)NC2CCCCCC2)cc1 | 0.0%
O=C(NCc1ccccc1)NC1(C(=O)N2CCOCC2)CCCCC1 | -20.0%
CCC(=O)Nc1cccc(-c2nnc(-c3cccc(NC(=O)CC)c3)o2)c1 | 9.4%
COc1cccc(NC(=O)COc2ccc(C)cc2C)c1 | 7.4%
N#C/C(=C\c1cc(Cl)cc(Cl)c1O)C(=O)NC1CCCCC1 | -6.8%
CCOC(=O)c1cc(=O)cc(C(=O)OCC)o1 | 2.9%
CC(=O)/C(=N\Nc1ccc(C)cc1)N1CCOCC1 | -2.5%
O=C(c1ccccc1F)N1CCN(c2ccc([N+](=O)[O-])c(N3CCOCC3)c2)CC1 | -6.9%
